Screening results: PubChem BioAssay, several laboratories
HTRA1 inh: blocks human HTRA1 serine peptidase. Q92743. recombinant HTRA1, FP-rhodamine activity-based probe, fluorescence polarization. inhibition, % at 5.96 µM. hit rate 0.5% among 340,000. AID 504803; in the data active = inhibition above about 36%;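 note: 0% = enzyme with DMSO and 100% = wells lacking enzyme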
mABHD4 FP: ABHD4 (mouse) inhibition, primary FP screen | Q8VD66 | inhibition, % at 8.92 µM | purified mABHD4, FP-Rh probe fluorescence polarization | AID 720543 | hit rate 0.54% among 370,000;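 active = inhibition exceeding the mean over every tested compound plus 3 SD, cut at about 30% in these data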;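 note: 0% = plate median of compound wells and 100% = S159A mutant with DMSO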
Target sequence (Q8VD66 whole entry, looked up): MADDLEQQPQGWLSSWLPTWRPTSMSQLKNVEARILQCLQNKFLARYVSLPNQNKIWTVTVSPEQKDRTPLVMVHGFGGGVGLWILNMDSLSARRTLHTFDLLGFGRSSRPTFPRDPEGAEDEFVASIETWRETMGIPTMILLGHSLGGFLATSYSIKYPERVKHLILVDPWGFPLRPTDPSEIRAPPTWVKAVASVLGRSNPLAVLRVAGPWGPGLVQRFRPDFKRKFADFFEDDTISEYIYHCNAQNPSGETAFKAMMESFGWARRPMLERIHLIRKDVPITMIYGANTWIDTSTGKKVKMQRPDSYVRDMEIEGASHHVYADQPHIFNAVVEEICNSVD
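Assay system: mouse ABHD4 enzyme, wild type / Also added: fluorescent activity-based probe FP-Rh / Doses: single nominal dose of 8.92 µM, 0.89% DMSO final / Timing: 45 min compound pre-incubation plus 60 min probe step, 25 °C / Signal: FP readout, ex 525 nm / em 598 nm / Control set: S159A mutant/DMSO as 100%, compound-well median as 0%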
NPR2 activator: GC-B (human) receptor activation; P20594; HEK293-GC-B cells, CNP EC30, cGMP TR-FRET; 0% at EC30 CNP, 100% saturating CNP; activation, % at 10 µM; hit rate 0.11% among 370,000; AID 1920062;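 active = activation at 10 µM reaching about 35% in either raw or pattern-adjusted values, limit read from the data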
PRMT1 FP inh: PRMT1 (human) inhibition, primary screen | inhibition, % at 2.79 µM | recombinant PRMT1, activity-based probe fluorescence polarization | hit rate 1.3% among 370,000;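 active = inhibition above about 21% made by adding two undisclosed values, limit read from the data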
Target sequence (Q99873 whole entry, looked up): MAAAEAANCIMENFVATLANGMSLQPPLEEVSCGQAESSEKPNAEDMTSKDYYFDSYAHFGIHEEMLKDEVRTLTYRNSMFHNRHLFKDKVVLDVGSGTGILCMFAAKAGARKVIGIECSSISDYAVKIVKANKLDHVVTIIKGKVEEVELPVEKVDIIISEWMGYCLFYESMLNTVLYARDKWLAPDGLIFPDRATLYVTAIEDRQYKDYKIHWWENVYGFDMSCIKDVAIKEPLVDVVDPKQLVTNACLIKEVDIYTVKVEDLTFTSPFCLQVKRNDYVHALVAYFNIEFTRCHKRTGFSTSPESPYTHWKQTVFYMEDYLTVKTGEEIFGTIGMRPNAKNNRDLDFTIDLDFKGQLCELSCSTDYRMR
MBD2 DNA inh: MBD2-methylated oligo binding inhibition | inhibition, % at 4.4 µM | hit rate 0.31% among 370,000 | TR-FRET, MBD2 binding to methylated oligonucleotide | Q9UBB5; in the data active = inhibition above about 13%
rCAG RNA binder: r(CAG) repeat RNA binding. TO-PRO-1 dye displacement fluorescence. inhibition, % at 3 µM. hit rate 1.3% among 370,000. AID 651821;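 active = inhibition above the plate cutoff, the mean of all test compounds on that plate plus 3 SD, cut at about 35% in these data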;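 note: 0% = DMSO alone and 100% = 100 µM mitoxantrone as full dye displacement; higher means more dye released from RNA so lower well fluorescence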
TCR CD3 inh: human TCR-CD3 binding inhibition; inhibition, % at 9.4 µM; TAMRA-labeled TCR probe fluorescence, biochemical; AID 651800; hit rate 0.37% among 360,000; in the data active = inhibition above about 19%;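 note: recombinant mutant TCR 2C K166C tagged with TAMRA read by polarization; 0% = receptor in buffer alone and 100% = receptor with positive control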
UHRF1 binding: human UHRF1 methylated DNA binding inhibitors | Q96T88 | UHRF1 binding to methylated oligo, TR-FRET | inhibition, % at 4.4 µM | hit rate 0.75% among 370,000; in the data active = inhibition above about 21%;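 note: UHRF1 SRA domain binding a hemimethylated CpG hairpin DNA probe; 0% = median of test compound wells and 100% = reference inhibitor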
NPR1 activator: GC-A (human) enzyme activation. P16066. HEK293 GC-A cells, cGMP TR-FRET, EC30 ANP; 0% at EC30 ANP, 100% saturating ANP. activation, % at 10 µM. hit rate 0.14% among 370,000; in the data active = activation above about 40%
SIAE primary: inhibitors of human sialic acid acetylesterase SIAE; AID 1053197; SIAE FP-Rh probe binding, fluorescence polarization; hit rate 0.69% among 370,000; Q9HAT2; inhibition, % at 9.66 µM;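 active = inhibition above a cutoff: mean of compounds within the control limits plus 3 SD of those, cut at about 17% in these data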;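 note: 0% = plate median of compound wells and 100% = probe without SIAE protein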
Starred values were filed as active, the others as inactive; . = no result given.

SMILES	HTRA1 inh	mABHD4 FP	NPR2 activator	PRMT1 FP inh	MBD2 DNA inh	rCAG RNA binder	TCR CD3 inh	UHRF1 binding	NPR1 activator	SIAE primary
CC1Sc2ccc(S(=O)(=O)CCC(=O)NC3CCCCCC3)cc2NC1=O (stereo not given)	2	1	-8	3	4	-4	-3	0	-17	-4
CCOc1ccc(C(=O)N2CCCN(C(=O)c3ccc(OCC)cc3)CC2)cc1	0	-9	4	1	-4	-6	-1	-1	-5	3
CN(C)C(CNC(=O)c1ccc(S(=O)(=O)Nc2ccccc2F)cc1)c1ccco1 (stereo not given)	1	0	1	1	3	5	1	-3	1	2
C[C@@H]1C=CCCO[C@]12C(=O)N(CC1CC1)c1cccc(Br)c12	.	40*	-12	-4	-3	-2	4	0	-4	9
CCN1C(=O)c2ccc(C(=O)NCc3ccccc3)cc2C1=O	2	3	6	-2	-4	-8	7	-1	-3	-4
CC(C)c1ncc(C(O)c2ccccc2)n1C (stereo not given)	8	0	-10	4	4	-3	-9	6	3	-8
Cc1ccccc1NC(=O)CN1C(=O)NC2(CCc3ccccc32)C1=O (stereo not given)	0	-4	5	0	2	-1	-1	1	1	-10
CC1(C)OC(C)(C)/C(=C/Nc2ccc(O)cc2)C1=O	63*	62*	-7	18	4	8	33*	6	-4	33*
COc1ccc(C(CNC(=O)c2ccc(OC)c(S(=O)(=O)N3CCCC3)c2)N2CCCC2)cc1 (stereo not given)	4	0	-1	-2	-3	5	4	-1	-4	4
O=C(NNC(=O)c1cc2c(s1)CCCC2)c1ccccc1	3	7	3	-3	1	3	0	-2	2	6
COc1cccc(NC(=O)[C@@H]2CCCN2C(=O)[C@@H]2Cc3ccccc3CN2C(=O)OC(C)(C)C)c1	-7	9	-4	-4	-1	-3	6	1	-2	5
Cc1cc(OCC(=O)Nc2cccc(S(=O)(=O)N3CCCCC3)c2)ccc1Cl	-67	-40	5	-5	-2	5	-1	2	-1	-62
Cc1ccc(S(=O)(=O)N2CCOCC2)cc1NC(=O)CN1C(=O)NC(C)(c2ccc(Cl)cc2Cl)C1=O (stereo not given)	-6	-2	6	0	-1	5	-2	-1	-1	-4
O=C(CCCn1c(=O)c2sccc2n(CC(=O)OCc2ccccc2)c1=O)NCc1ccco1	0	9	8	-1	-3	-4	3	12	0	0
CC(=O)Oc1ccc(/C=N/NS(=O)(=O)c2ccccc2)cc1	5	-9	4	-1	2	0	5	4	1	-7

4 successive compounds out of the list so far, quoted:
SMILES	HTRA1 inh	mABHD4 FP	NPR2 activator	PRMT1 FP inh	MBD2 DNA inh	rCAG RNA binder	TCR CD3 inh	UHRF1 binding	NPR1 activator	SIAE primary
CC1Sc2ccc(S(=O)(=O)CCC(=O)NC3CCCCCC3)cc2NC1=O (stereo not given)	2	1	-8	3	4	-4	-3	0	-17	-4
CCOc1ccc(C(=O)N2CCCN(C(=O)c3ccc(OCC)cc3)CC2)cc1	0	-9	4	1	-4	-6	-1	-1	-5	3
CN(C)C(CNC(=O)c1ccc(S(=O)(=O)Nc2ccccc2F)cc1)c1ccco1 (stereo not given)	1	0	1	1	3	5	1	-3	1	2
C[C@@H]1C=CCCO[C@]12C(=O)N(CC1CC1)c1cccc(Br)c12	.	40*	-12	-4	-3	-2	4	0	-4	9

(listing goes on)
SMILES	HTRA1 inh	mABHD4 FP	NPR2 activator	PRMT1 FP inh	MBD2 DNA inh	rCAG RNA binder	TCR CD3 inh	UHRF1 binding	NPR1 activator	SIAE primary
CCCCN(CCCC)S(=O)(=O)c1ccc2oc(C(=O)N3CCOCC3)c(C)c2c1	0	-12	2	-4	2	-8	9	-3	-1	3
CSc1ccc(Cn2c(C)c(C(=O)NCCC#N)sc2=O)cc1	.	1	-4	0	-2	-1	0	0	2	-4
O=C(COC(=O)/C=C/c1ccco1)Nc1cc(S(=O)(=O)N2CCOCC2)ccc1Cl	12	-3	-1	12	2	10	-3	17	-5	6
CCNc1nc2c(c(=O)[nH]c(=O)n2C)n1CCCc1ccccc1	4	-11	0	2	-2	-2	2	-2	-5	0
CN1C(=O)c2ccc(NC(=O)C3CC3)cc2C1=O	10	-1	2	-3	-2	-4	-1	-2	3	5
COc1ccc(C(=O)Nc2nnc(-c3ccccc3)s2)cc1	2	-3	-5	0	5	2	2	-2	5	7
COC(=O)c1nnn(CC(=O)NC(=O)Nc2ccccc2)c1C(=O)OC	-4	6	4	3	5	-1	10	-1	4	1
CC(C)(C)c1ccc(OCC(=O)NNC(=O)c2cccnc2)cc1	.	0	4	-2	0	0	7	-4	1	2
CC(=O)c1cc(C#N)c(N2CCOCC2)nc1C	5	1	2	-4	0	-3	5	34*	1	0
C[C@H](CO)N1C[C@H](C)[C@@H](CN(C)C(=O)NC2CCCCC2)Oc2c(NC(=O)Nc3ccc4c(c3)OCO4)cccc2C1=O	0	-4	-1	-1	-6	1	2	-3	4	-6
CC(=O)N1C(C(=O)O)CSC1c1ccc(C)cc1 (stereo not given)	-1	3	0	-1	-8	4	1	1	6	0
COc1cccc(N(C(=O)Cn2nnc(-c3ccc(Cl)cc3)n2)C(C(=O)NCC2CCCO2)c2ccc(C)cc2)c1 (stereo not given)	6	-2	-1	-1	-1	0	3	0	-8	-5
O=C(Nc1ccccc1)NC1(C(=O)N2CCN(c3ncccn3)CC2)CCCCC1	1	2	3	-1	-3	-1	-3	5	2	0
CS(=O)(=O)c1ccc(-c2nnn(CC(=O)N3CCCCC3)n2)cc1	7	0	3	-3	-3	-3	5	0	4	5
CC1C=CCC2C(=O)N(c3cccc(C(=O)N4CCN(c5ccc(F)cc5)CC4)c3)C(=O)C12 (stereo not given)	1	14	-2	1	-4	4	3	1	1	1
Cc1ccc(/C=C(\NC(=O)c2ccccc2)C(=O)NC2CCN(Cc3ccccc3)CC2)o1	3	-15	-2	-2	7	-3	-2	5	-1	8
CC(C)C(=O)Nc1ccc(Sc2ccc(F)cc2)cc1	-17	-9	31	0	4	2	-8	1	17	-3
Cc1cc(C)cc(S(=O)(=O)c2cnc3ccccc3n2)c1	-2	3	-2	0	-1	-5	-1	18	-5	-4
Cc1cccc(-c2cc3nc(-c4ccccc4)cc(N4CCC5(CC4)OCCO5)n3n2)c1	-70	-16	-5	0	3	9	0	-1	0	-16
Cc1ccc(NC(=O)Cn2nnc(-c3ccccc3NC(=O)c3cccs3)n2)cc1	-9	-6	-9	2	1	1	-5	1	-7	-146
CCC1CCCCN1C(=O)CN1C(=O)CSC1=O (stereo not given)	0	7	2	0	1	4	7	6	3	-4
O=C(COC(=O)/C=C/c1cn(-c2ccccc2)nc1-c1ccc2c(c1)OCCO2)NC1CCS(=O)(=O)C1 (stereo not given)	-8	-3	-12	-1	4	12	0	2	-3	-18
Cc1nn(-c2ccc(F)cc2)c2c1cc(C#N)c1nc3ccccc3n12	-3	1	-4	-1	1	-1	4	7	21	5
COc1ccc(-c2csc(=Nc3ccccc3)n2CCO)cc1	3	-5	6	59*	2	-1	-8	4	5	5
C[C@H](NC(N)=O)C(=O)N1CCN(S(=O)(=O)c2ccc3ccccc3c2)CC1	4	2	1	-1	-6	-2	4	0	1	-1
O=C1Nc2cc(Cl)ccc2C1(N1CCNCC1)C(F)(F)F (stereo not given)	-4	-3	-5	-2	-6	6	6	-1	-1	0
O=c1[nH]cc([N+](=O)[O-])cc1Br	4	-15	6	-4	1	2	1	-3	5	2
Cc1noc(C)c1C(=O)NCCc1c(C)[nH]c2ccccc12	6	7	2	-2	3	2	-4	-2	-2	15
Nc1nnc(C(F)(F)F)s1	-4	6	7	-1	-3	-6	3	0	2	-9
O=C(CNS(=O)(=O)c1ccccc1)OCC(=O)c1ccccc1Cl	2	-4	3	0	-3	-2	4	3	4	-1
Cn1c(=O)c(C(=O)CSc2ccccc2)c(N)n(Cc2ccccc2)c1=O	-10	-9	1	-5	2	-1	-2	1	-2	7
Cc1ccc(C#N)c(SCC(=O)Nc2nccs2)n1	-2	10	0	1	-5	-3	3	-3	5	-4
Oc1c(C(c2ccco2)N2CCC3(CC2)OCCO3)sc2ncnn12 (stereo not given)	0	7	-3	22*	-3	14	-7	0	3	1
Cc1ccc(NC(=O)CCCN2C(=O)c3cccc4cccc(c34)C2=O)cc1	-6	-1	-2	0	-5	-2	8	-2	-5	2
CN1CCN(C(=O)CCn2nc(-c3ccccc3)c3ccccc3c2=O)CC1	5	2	-5	-1	2	-1	0	0	-12	5
COC(=O)[C@]12C[C@H](CC(=O)NCCc3ccccc3OC)C(=O)N(Cc3ccccc3)C1=C[C@H](C(C)(C)C)O[C@@H]2C	.	-7	0	-3	-4	1	5	0	-8	1
COC(=O)c1ccc(CSc2nnc(-c3ccccc3)n2C)o1	8	-4	0	-5	-3	-2	3	-3	1	-4
CS(=O)(=O)N1CCN(c2nc3ccc(Cl)cc3s2)CC1	0	4	4	6	-3	1	-6	5	5	0
Cc1nc(SCC(=O)Nc2ccc(CN3CCCC3)cc2)c2c(C)c(C)sc2n1	-11	-2	-7	-2	3	3	-4	-3	-3	-7
CCOC(=O)c1c(-n2cccc2)sc2c1CCCC2=O	2	3	-5	-3	0	-5	1	-3	2	7
COc1ccc(-c2nc(N)ncc2-c2csc(C)n2)c(O)c1	-7	-4	1	-1	5	-6	1	2	-2	4
CC1=NN(c2cccc([N+](=O)[O-])c2)C(=O)C1	-12	6	3	3	-1	30	1	-5	-2	17*
O=C1NC[C@H](CCCCN2CCN(CCC3CCCCC3)C(=O)C2=O)N(CCc2ccccc2)C1=O	.	-5	-3	-3	2	1	-5	3	4	-2
N#C/C(=C/c1ccc2c(c1)OCO2)C(=O)Nc1ccc(O)cc1	0	-3	-4	1	-1	2	4	-3	-8	7
CCOc1cc(CNC(CC)CO)ccc1OCC(=O)Nc1cccc(C(F)(F)F)c1 (stereo not given)	2	5	1	2	4	-5	0	0	-2	1
NC(=O)c1nsc(C(=O)N(CC(=O)NCc2ccc(F)cc2)Cc2ccco2)c1N	-3	-3	1	1	0	-2	-4	-1	-10	-6
CC(C)(C)NC(=O)C(CCc1ccccc1)n1c(=O)c(-c2ccccc2)nc2ccccc21 (stereo not given)	.	4	3	3	0	7	-2	-3	1	0
CCOC(=O)C1CCCN(Cc2ccccc2C)C1 (stereo not given)	1	11	2	2	0	-3	1	1	3	2
Cc1ccccc1/C=C1\SC(=S)N(/N=C/c2cc([N+](=O)[O-])ccc2O)C1=O	26	20	0	8	-1	37*	9	-9	3	7
COC(=O)c1ccc(C(=O)OC)c(NC(=O)CSc2nnc(-c3ccccc3Cl)o2)c1	-3	8	-2	9	0	-1	0	-3	3	0
CC(=O)Nc1ccc(C=NNC(=O)CCCC(=O)NN=Cc2ccc(NC(C)=O)cc2)cc1	1	2	1	2	1	1	1	12	1	5
C/C(=N\NC(=O)c1nnn(-c2nonc2N)c1CSc1ccccc1)c1ccco1	0	2	0	4	-6	1	-2	-1	-7	-4
COc1cccc(OCC(C)CN2CCC(C(O)(c3ccccc3)c3ccccc3)CC2)c1 (stereo not given)	.	6	-7	2	-4	13	.	0	-13	-3
COC(=O)CC1COc2ccccc2N1C(=O)/C=C/c1ccccc1 (stereo not given)	-13	-1	4	-2	0	-5	8	0	-6	-2
C/C(=C(\C#N)C(=O)NCCN1CCOCC1)N(C)C	-6	3	3	0	-1	2	-8	-3	3	-1
CC1Cc2c([nH]c3ccccc23)C2c3ccccc3CN12 (stereo not given)	-5	-2	-1	1	-5	11	13	-2	-4	3

Not all compounds are listed; rates above refer to the full screens.
